Compound activity as filed in PubChem BioAssay.
CHO-K1 Ca antag: counter-screen for M1 antagonists: effect in parental CHO-K1 cells | actives 0.6% (n = 360,000) | inhibition, % at 3 µM | ATP-induced calcium, Fluo-8 fluorescence | AID 602250;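 active means inhibition above a per-plate cutoff, the plate's mean sample inhibition plus 3 SD, cut at about 24% in these data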;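 further: 0% = DMSO plus EC80 ATP and 100% = DMSO alone without ATP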
TAAR1 ag: agonists of human TAAR1; CHO RD-HGA16 TAAR1, Fluo-8 calcium fluorescence; vehicle wells 0%, saturating PEA agonist 100%; actives 0.99% (n = 360,000); Q96RJ0; activation, % at 3 µM;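 active means activation above the mean activation of all test compounds in the run plus 3 SD, cut at about 38% in these data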
Target sequence (Q96RJ0 whole entry, looked up): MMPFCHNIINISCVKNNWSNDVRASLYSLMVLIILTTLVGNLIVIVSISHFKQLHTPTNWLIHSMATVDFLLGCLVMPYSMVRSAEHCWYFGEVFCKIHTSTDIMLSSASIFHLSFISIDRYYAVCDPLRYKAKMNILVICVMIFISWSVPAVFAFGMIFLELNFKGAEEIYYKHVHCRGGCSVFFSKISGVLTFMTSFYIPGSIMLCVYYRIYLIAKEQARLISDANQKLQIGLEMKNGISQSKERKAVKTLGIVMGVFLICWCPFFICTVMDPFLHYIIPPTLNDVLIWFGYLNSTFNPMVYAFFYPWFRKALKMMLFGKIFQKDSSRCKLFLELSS
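System: CHO RD-HGA16 cells carrying human TAAR1 plus Gα16; Incubation: 17-24 h seeding, 75 min 37 °C dye, 30 min RT; Measured by: Fluo-8 fluorescence, 5 s baseline then 140 s kinetic read; Control set: DMSO and PEA EC100; Replication: single well for each compound.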
M1 PAM parental: counter-screen for M1 PAMs: effect in parental CHO-K1 cells. actives 0.02% (n = 360,000). ATP EC20, Fluo-8 calcium fluorescence; 0% at ATP EC20, 100% at ATP max. activation, % at 3 µM;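 active means activation above the run cutoff, the mean activation of all test compounds plus 3 SD, cut at about 40% in these data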;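 further: peak over basal fluorescence ratio in a 140 s read after ATP addition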
CHRM1 antagonist: antagonists of human M1 muscarinic receptor; P11229; CHO-K1 hM1, Fluo-8 calcium fluorescence, ACh EC80 antagonist; inhibition, % at 3 µM; actives 1.3% (n = 360,000); AID 588852;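 active means percent inhibition above its own plate's cutoff, namely the mean of that plate's compound wells plus 3 SD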;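 further: peak over basal fluorescence ratio during 140 s after agonist addition; 0% = ACh EC80 plus DMSO and 100% = DMSO alone without agonist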
OXTR potentiate: human OXTR potentiation | P30559 | CHO-OTR cells, Fluo-8 calcium fluorescence, potentiator mode; 0% = oxytocin EC15, 100% = EC100 | activation, % at 3 µM | actives 0.061% (n = 320,000);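 active means activation above that plate's cutoff, the mean activation of tested compounds plus 3 SD, cut at about 6.6% in these data, passing the limit was not always enough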;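 further: 100% uses oxytocin at 75 nM as the full agonist control; some results filed as inactive read as strong as hits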
Target sequence (P30559 whole entry, looked up): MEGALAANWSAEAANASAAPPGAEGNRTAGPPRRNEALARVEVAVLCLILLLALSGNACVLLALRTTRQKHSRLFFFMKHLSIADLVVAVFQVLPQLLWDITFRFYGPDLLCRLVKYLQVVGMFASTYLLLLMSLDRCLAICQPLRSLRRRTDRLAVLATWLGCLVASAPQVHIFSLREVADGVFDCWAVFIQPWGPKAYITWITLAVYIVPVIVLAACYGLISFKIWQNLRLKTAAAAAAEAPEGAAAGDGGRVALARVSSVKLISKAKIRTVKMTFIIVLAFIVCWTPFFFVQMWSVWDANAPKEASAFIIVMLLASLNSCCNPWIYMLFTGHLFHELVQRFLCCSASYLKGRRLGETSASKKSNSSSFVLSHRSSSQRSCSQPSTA
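test system = CHO-OTR cells, human receptor | compound = single-point 3.0 µM | schedule = 6 min compound pre-incubation at room temperature, 100 s kinetic read | signal = Fluo-8 no-wash calcium dye fluorescence, excitation 470-495 nm, emission 515-575 nm | repeats = single well per compound, singlicate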
CHRM1 agonist: human M1 muscarinic receptor agonism; P11229; CHO-K1 hM1, Fluo-8 calcium fluorescence, agonist mode; 0% DMSO, 100% acetylcholine EC100; activation, % at 3 µM; actives 0.33% (n = 360,000);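 active means activation above the run's mean compound activation plus 3 SD, cut at about 16% in these data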;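 further: peak over basal fluorescence ratio within a 140 s kinetic read after compound addition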
TAAR1 antagonist: antagonists of human TAAR1 | Q96RJ0 | CHO RD-HGA16 TAAR1, Fluo-8 calcium fluorescence, antagonist | inhibition, % at 3 µM | actives 1.5% (n = 360,000);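 active means inhibition above a per-plate cutoff, the mean inhibition of test compounds on that plate plus 3 SD, cut at about 49% in these data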;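 further: 0% = DMSO plus EC80 beta-PEA response and 100% = DMSO alone without agonist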
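Material: CHO RD-HGA16 cells bearing hTAAR1; compound dosing: one-point dosing, 3 µM nominal final; schedule: dye loading 75 min at 37 °C, then 30 min room temperature; measured by: calcium fluorescence with Fluo-8; control set: vehicle and agonist controls; replication: n of 1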
CHO parental Ca: counter-screen: ATP calcium response change in parental CHO cells. parental CHO-K1, ATP-induced calcium, Fluo-8 fluorescence. inhibition, % at 5.6 µM. actives 0.63% (n = 330,000). AID 463079;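 active means inhibition above that plate's mean sample inhibition plus 3 SD, cut at about 26% in these data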;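 further: 0% = ATP-challenged DMSO wells and 100% = DMSO wells without ATP; some compounds past the cut are filed as inactive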
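Measured by: calcium-sensitive Fluo-8 fluorescence / Test system: CHO parental line / Controls: ATP-challenged DMSO wells low, unchallenged DMSO wells high / Measure: % inhibition / Compound: single nominal dose of 5.6 µM per compound / Replicates: single well per compound, no replicates / Reagent: ATP as calcium-mobilizing challenge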
CHO-K1 Ca ag: nonselective activator or artifact in parental CHO-K1 cells. Fluo-8 calcium fluorescence; scaled to maximal ATP response, vehicle zero. activation, % at 3 µM. actives 0.48% (n = 360,000). AID 602248; in the data active means activation above about 15%;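 further: untransfected CHO-K1 host cells lacking M1 receptor as counterscreen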
* marks the source's active call; other numbers are inactive results.

What do the screens show for `CC1CCN(c2c(NCC3CCC(C(=O)NCc4ccccc4Cl)CC3)c(=O)c2=O)CC1` (stereo not given)?
CHO-K1 Ca antag: -5.5; TAAR1 ag: 0.1; M1 PAM parental: 17.3; CHRM1 antagonist: -12.5; OXTR potentiate: 0.9; CHRM1 agonist: -0.6; TAAR1 antagonist: 1.3; CHO parental Ca: -14.3; CHO-K1 Ca ag: -0.3

What do the screens show for `O=C(O)CN1C(=O)C(=O)N(Cc2ccc(Cl)cc2Cl)C1=O`?
CHO-K1 Ca antag: -4.5; TAAR1 ag: -0.5; M1 PAM parental: 9.9; CHRM1 antagonist: -0.6; OXTR potentiate: -7.5; CHRM1 agonist: -1.9; TAAR1 antagonist: 0.8; CHO parental Ca: -1.4; CHO-K1 Ca ag: 0.3

What do the screens show for `CCOC(=O)CCc1c(C)nc2cc(C3CCCN(C(=O)OC(C)(C)C)C3)[nH]n2c1=O` (stereo not given)?
CHO-K1 Ca antag: -3.9; TAAR1 ag: 13.6; M1 PAM parental: 14.7; CHRM1 antagonist: -6.8; OXTR potentiate: 4.6; CHRM1 agonist: -2.9; TAAR1 antagonist: -19.9; CHO parental Ca: -3.6; CHO-K1 Ca ag: -0.1

Results for C=CCn1c(C(C)NC(=O)c2ccccc2)n[nH]c1=S (stereo not given) ?
CHO-K1 Ca antag: -17.8; TAAR1 ag: 8.1; M1 PAM parental: 13.9; CHRM1 antagonist: -12.2; OXTR potentiate: -3.6; CHRM1 agonist: 2.2; TAAR1 antagonist: 2.8; CHO parental Ca: -3.3; CHO-K1 Ca ag: 0.6

How did O=S(=O)(NCc1csc(-c2cccs2)n1)c1ccc(Cl)cc1 do in these assays?
CHO-K1 Ca antag: -13.8; TAAR1 ag: -0.5; M1 PAM parental: 16.4; CHRM1 antagonist: -11.7; OXTR potentiate: -3.9; CHRM1 agonist: -1.3; TAAR1 antagonist: -29.4; CHO parental Ca: -36.2; CHO-K1 Ca ag: 0.7

What do the screens show for `O=C(NC(=S)Nn1cnnc1)c1cccc(Br)c1`?
CHO-K1 Ca antag: -3.9; TAAR1 ag: 1.4; M1 PAM parental: 15.3; CHRM1 antagonist: 2.5; OXTR potentiate: -1.3; CHRM1 agonist: 2.2; TAAR1 antagonist: -4.1; CHO parental Ca: -10.4; CHO-K1 Ca ag: 0.1

Results for Cc1cc(NC(=O)c2c(F)cccc2F)n(-c2nc3ccccc3[nH]2)n1 ?
CHO-K1 Ca antag: -1.1; TAAR1 ag: 4.5; M1 PAM parental: 3.5; CHRM1 antagonist: 4.0; OXTR potentiate: -1.2; CHRM1 agonist: -4.9; TAAR1 antagonist: 22.8; CHO parental Ca: -20.6; CHO-K1 Ca ag: 0.5

How did Cc1ccc(C)n1NC(=O)c1cccc(Cl)c1 do in these assays?
CHO-K1 Ca antag: 2.3; TAAR1 ag: 3.8; M1 PAM parental: -4.0; CHRM1 antagonist: 2.4; OXTR potentiate: -17.3; CHRM1 agonist: -2.5; TAAR1 antagonist: -4.6; CHO parental Ca: -11.1; CHO-K1 Ca ag: 1.3

What do the screens show for `C[C@H]1CN([C@@H](C)CO)C(=O)CCCn2cc(nn2)CO[C@@H]1CN(C)C(=O)Nc1ccc(C(C)(C)C)cc1`?
CHO-K1 Ca antag: -2.4; TAAR1 ag: 0.8; M1 PAM parental: 9.5; CHRM1 antagonist: -3.0; CHRM1 agonist: -3.4; TAAR1 antagonist: -5.0; CHO-K1 Ca ag: 0.0

What do the screens show for `CSc1ccc(CN(C)C(=O)CNC(=O)CNS(=O)(=O)c2ccc(C)c(C)c2)cc1`?
CHO-K1 Ca antag: -23.8; TAAR1 ag: -1.7; M1 PAM parental: -10.3; CHRM1 antagonist: -5.3; OXTR potentiate: -10.1; CHRM1 agonist: -3.8; TAAR1 antagonist: 5.3; CHO parental Ca: -28.8; CHO-K1 Ca ag: 3.3

What do the screens show for `O=C1c2ccccc2C(=O)N1CCc1nc2ccccc2c(=O)n1-c1ccccn1`?
CHO-K1 Ca antag: -5.7; TAAR1 ag: 21.8; M1 PAM parental: 19.2; CHRM1 antagonist: -7.9; OXTR potentiate: -9.0; CHRM1 agonist: -4.2; TAAR1 antagonist: 23.0; CHO parental Ca: -6.6; CHO-K1 Ca ag: 2.0

What do the screens show for `O=[N+]([O-])c1ccccc1CNCCCCO`?
CHO-K1 Ca antag: -15.5; TAAR1 ag: 10.3; M1 PAM parental: 18.4; CHRM1 antagonist: -6.0; OXTR potentiate: -2.9; CHRM1 agonist: -4.8; TAAR1 antagonist: -7.3; CHO parental Ca: -5.3; CHO-K1 Ca ag: 2.0

What do the screens show for `COC(=O)[C@@H](Cc1c[nH]c2ccccc12)NC(=O)CCC(=O)c1ccc(Br)cc1`?
CHO-K1 Ca antag: -8.0; TAAR1 ag: 4.8; M1 PAM parental: 13.3; CHRM1 antagonist: -6.9; OXTR potentiate: -7.0; CHRM1 agonist: -2.4; TAAR1 antagonist: 2.7; CHO parental Ca: -14.7; CHO-K1 Ca ag: 6.3

How did NC(=O)[C@@H]1CC2(CC(c3cccc(NC(=O)CC(c4ccccc4)c4ccccc4)c3)=NO2)CN1C(=O)[C@@H]1CCC(=O)N1 (stereo not given in full) do in these assays?
CHO-K1 Ca antag: -11.2; TAAR1 ag: 2.6; M1 PAM parental: 14.3; CHRM1 antagonist: -2.8; OXTR potentiate: -3.6; CHRM1 agonist: -12.8; TAAR1 antagonist: -4.0; CHO parental Ca: -3.7; CHO-K1 Ca ag: 0.9

How did CC(=O)NC12CC3CC(C1)CC(C(=O)N(C)CC(=O)Nc1ccccc1Cl)(C3)C2 do in these assays?
CHO-K1 Ca antag: -9.1; TAAR1 ag: 0.6; M1 PAM parental: 13.5; CHRM1 antagonist: -7.8; OXTR potentiate: -3.6; CHRM1 agonist: -3.2; TAAR1 antagonist: -20.4; CHO parental Ca: -3.0; CHO-K1 Ca ag: 2.0

Results for O=C(NNc1cc(Cl)ccc1Cl)c1c(F)cccc1Cl ?
CHO-K1 Ca antag: -0.7; TAAR1 ag: 0.8; M1 PAM parental: 3.2; CHRM1 antagonist: -6.2; OXTR potentiate: 6.6; CHRM1 agonist: -3.9; TAAR1 antagonist: 3.0; CHO parental Ca: -9.8; CHO-K1 Ca ag: 0.3

How did Cc1cc(C(=O)COC(=O)c2cccc(NS(C)(=O)=O)c2)c(C)n1CC1CCCO1 (stereo not given) do in these assays?
CHO-K1 Ca antag: -17.1; TAAR1 ag: 4.5; M1 PAM parental: 3.1; CHRM1 antagonist: -5.4; OXTR potentiate: -6.5; CHRM1 agonist: -0.1; TAAR1 antagonist: 6.4; CHO parental Ca: -10.8; CHO-K1 Ca ag: 3.0

What do the screens show for `CCn1cc(/C=C(\NC(=O)c2ccccc2F)C(=O)NCCN2CCOCC2)c2ccccc21`?
CHO-K1 Ca antag: 3.5; TAAR1 ag: 6.6; M1 PAM parental: 8.6; CHRM1 antagonist: 0.0; OXTR potentiate: -2.6; CHRM1 agonist: -2.6; TAAR1 antagonist: 4.5; CHO parental Ca: -25.2; CHO-K1 Ca ag: 6.1

Results for Cc1ccc(-n2nnnc2CNC(=O)c2ccc(Br)o2)cc1C ?
CHO-K1 Ca antag: -15.3; TAAR1 ag: 1.5; M1 PAM parental: 4.8; CHRM1 antagonist: -3.3; OXTR potentiate: -5.3; CHRM1 agonist: -3.4; TAAR1 antagonist: -28.9; CHO parental Ca: -11.4; CHO-K1 Ca ag: 0.5

What do the screens show for `CCCNC(=O)CS(=O)(=O)c1ccccc1`?
CHO-K1 Ca antag: -11.5; TAAR1 ag: -0.4; M1 PAM parental: 20.0; CHRM1 antagonist: -6.6; OXTR potentiate: -2.5; CHRM1 agonist: -1.0; TAAR1 antagonist: 12.2; CHO parental Ca: -8.2; CHO-K1 Ca ag: 1.0

How did Cc1ccc(S(=O)(=O)N(C)C)cc1NC(=O)COC(=O)c1ccc2c(=O)n3c(nc2c1)CCC3 do in these assays?
CHO-K1 Ca antag: -4.2; TAAR1 ag: 2.4; M1 PAM parental: -16.1; CHRM1 antagonist: 15.1; OXTR potentiate: -11.8; CHRM1 agonist: -7.9; TAAR1 antagonist: -14.4; CHO parental Ca: -6.2; CHO-K1 Ca ag: 0.2

What do the screens show for `O=c1oc(-c2cccc(C(F)(F)F)c2)nn1-c1ccc(C(F)(F)F)cn1`?
CHO-K1 Ca antag: -12.3; TAAR1 ag: 4.5; M1 PAM parental: 32.3; CHRM1 antagonist: -13.6; OXTR potentiate: -11.4; CHRM1 agonist: -4.2; TAAR1 antagonist: -23.8; CHO parental Ca: -8.6; CHO-K1 Ca ag: 2.7

Results for COC(=O)c1nnn(CC(=O)NC(=O)Nc2ccccc2)c1C(=O)OC ?
CHO-K1 Ca antag: 8.2; TAAR1 ag: -0.4; M1 PAM parental: -2.1; CHRM1 antagonist: 3.0; OXTR potentiate: 1.7; CHRM1 agonist: -4.5; TAAR1 antagonist: 4.4; CHO parental Ca: -5.5; CHO-K1 Ca ag: 2.0

Results for COc1cc(C(=O)NCC(=O)N/N=C/c2ccc(-c3ccc([N+](=O)[O-])cc3)o2)cc(OC)c1OC ?
CHO-K1 Ca antag: -19.2; TAAR1 ag: 0.1; M1 PAM parental: 6.9; CHRM1 antagonist: -0.5; OXTR potentiate: 0.1; CHRM1 agonist: -8.9; TAAR1 antagonist: 38.5; CHO parental Ca: -10.3; CHO-K1 Ca ag: -0.2

What do the screens show for `COc1cccc(NC(=O)Nc2ccc3nc(C)c(C)nc3c2)c1`?
CHO-K1 Ca antag: -3.8; TAAR1 ag: 9.1; M1 PAM parental: 20.6; CHRM1 antagonist: -6.1; OXTR potentiate: 0.3; CHRM1 agonist: 0.7; TAAR1 antagonist: 4.3; CHO parental Ca: -5.2; CHO-K1 Ca ag: 7.4

Results for CC(C)CNc1ncnc2c1ncn2[C@H]1CN(CCN2CCOCC2)C[C@@H](CO)O1 ?
CHO-K1 Ca antag: 20.4; TAAR1 ag: 4.3; M1 PAM parental: -19.1; CHRM1 antagonist: -6.0; CHRM1 agonist: -2.5; TAAR1 antagonist: -13.9; CHO-K1 Ca ag: -0.8

What do the screens show for `CCc1ccc(N2CCN(C(=O)c3ccc(OC)c(OC)c3)CC2)cc1`?
CHO-K1 Ca antag: -2.4; TAAR1 ag: 0.3; M1 PAM parental: 18.9; CHRM1 antagonist: -1.9; OXTR potentiate: -9.6; CHRM1 agonist: -4.7; TAAR1 antagonist: 0.9; CHO parental Ca: -10.0; CHO-K1 Ca ag: 4.7
